Assay outcomes (PubChem BioAssay)
PLCb3 inh = blocks human PLC-beta3 enzyme activity. Q01970. Purified PLC-beta3, fluorogenic substrate, fluorescence. inhibition, % at 12.2 µM. actives 0.18% (n = 370,000). AID 720704; in the data active = inhibition above about 11%;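 also: 0% = median of compound wells on plate and 100% = full blocker control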
UHRF1 MBD2 ctr = human UHRF1 methylated DNA binding inhibitors | Q96T88 | UHRF1 binding to methylated oligo, TR-FRET | inhibition, % at 4.4 µM | actives 0.75% (n = 370,000); in the data active = inhibition above about 21%;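 also: UHRF1 SRA domain binding a hemimethylated CpG hairpin DNA probe; 0% = median of test compound wells and 100% = reference inhibitor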
DDE Tn6 FP inh = DD(E)-Tn6 binding inhibition, primary FP screen; actives 0.21% (n = 370,000); inhibition, % at 8.3 µM; Fibrin DD(E) TRITC-Tn6 fluorescence polarization displacement;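 active = inhibition above a per-campaign cutoff: mean of compounds within control limits plus 3 SD, cut at about 15% in these data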;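 also: 0% = median of all compound wells on the plate and 100% = blocking peptide control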
PLC-gamma1 inh = PLC-gamma1 (human) inhibition, primary screen | purified PLC-gamma1, fluorogenic substrate, fluorescence | P19174 | actives 0.84% (n = 370,000) | inhibition, % at 12.2 µM; in the data active = inhibition above about 9.5%
Target sequence (P19174 whole entry, looked up): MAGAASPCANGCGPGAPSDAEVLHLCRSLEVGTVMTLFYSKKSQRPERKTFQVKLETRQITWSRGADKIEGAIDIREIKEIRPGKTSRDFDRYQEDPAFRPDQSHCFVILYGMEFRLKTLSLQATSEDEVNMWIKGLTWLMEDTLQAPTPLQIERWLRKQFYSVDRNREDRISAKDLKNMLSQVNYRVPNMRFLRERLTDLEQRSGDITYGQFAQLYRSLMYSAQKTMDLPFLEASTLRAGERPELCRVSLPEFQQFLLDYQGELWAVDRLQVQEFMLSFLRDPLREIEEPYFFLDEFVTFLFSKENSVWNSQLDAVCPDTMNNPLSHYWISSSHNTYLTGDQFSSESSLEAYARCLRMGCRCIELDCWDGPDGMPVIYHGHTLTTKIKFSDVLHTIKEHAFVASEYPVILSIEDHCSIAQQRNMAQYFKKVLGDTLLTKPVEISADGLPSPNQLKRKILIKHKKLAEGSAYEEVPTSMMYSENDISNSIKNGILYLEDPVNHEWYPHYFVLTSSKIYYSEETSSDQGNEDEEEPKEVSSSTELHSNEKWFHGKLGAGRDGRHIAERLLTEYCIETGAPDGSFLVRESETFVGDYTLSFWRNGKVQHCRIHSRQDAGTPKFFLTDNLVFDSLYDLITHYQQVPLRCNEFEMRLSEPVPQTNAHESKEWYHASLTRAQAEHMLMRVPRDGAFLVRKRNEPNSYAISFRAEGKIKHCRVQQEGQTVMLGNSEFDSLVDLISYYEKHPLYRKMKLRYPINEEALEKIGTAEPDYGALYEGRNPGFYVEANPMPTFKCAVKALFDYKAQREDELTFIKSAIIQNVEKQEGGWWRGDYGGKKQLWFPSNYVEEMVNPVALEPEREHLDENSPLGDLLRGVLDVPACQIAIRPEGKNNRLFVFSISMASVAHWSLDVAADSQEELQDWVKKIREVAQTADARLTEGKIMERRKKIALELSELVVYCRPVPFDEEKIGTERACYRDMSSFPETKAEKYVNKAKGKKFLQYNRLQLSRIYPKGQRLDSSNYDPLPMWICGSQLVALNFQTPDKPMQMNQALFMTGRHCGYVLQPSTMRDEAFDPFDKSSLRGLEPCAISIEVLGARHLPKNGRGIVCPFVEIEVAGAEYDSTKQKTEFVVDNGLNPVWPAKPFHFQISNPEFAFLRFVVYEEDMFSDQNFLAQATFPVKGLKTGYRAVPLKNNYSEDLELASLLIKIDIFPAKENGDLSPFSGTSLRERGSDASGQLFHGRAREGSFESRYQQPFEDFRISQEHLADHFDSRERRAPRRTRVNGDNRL
proKLK7 act = proKLK7 (human) activation, primary screen | purified proKLK7, EDANS-DABCYL substrate fluorescence; 100% is mature enzyme control, 0% vehicle | activation, % at 7 µM | actives 0.9% (n = 370,000) | P49862;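 active = activation above the mean of all tested compounds plus 3 SD, computed per campaign excluding outliers beyond control limits, cut at about 13% in these data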
ARFGAP1 inh = inhibitors of rat ARFGAP1 | Q62848 | Arfgap1-stimulated ARF1 GTP hydrolysis, GDP FP detection | inhibition, % at 16.5 µM | actives 0.26% (n = 360,000) | AID 651572;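 active = inhibition above a per-plate limit, mean inhibition of low control wells plus 3 SD, cut at about 25% in these data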;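 also: 0% = DMSO wells with enzyme and 100% = wells lacking Arfgap1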
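Material: rat Arfgap1 GAP domain (His6, aa 1-136), purified enzyme. Also added: human ARF1(Δ1-17)-GTP substrate. Compound dosing: 16.5 µM single point, 1.26% DMSO. Timing: enzyme reaction 120 min at 25 °C after 20 min preincubation. Signal: GDP detection by fluorescence polarization. Read-out basis: percent inhibition of GAP-stimulated GDP formation, scaled between DMSO and no-Arfgap1 medians.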
Rev-erbA mod = modulates human Rev-erb alpha binding to DNA; P20393; Rev-erbα–FITC-DNA binding, fluorescence polarization, 90 min; activity, % at 10 µM; actives 0.79% (n = 370,000); AID 1259318;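 active = activity above about 14%, limit read from the data; passing the limit was not always enough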;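 also: 0% = DMSO wells with 35 nM protein and 100% = DMSO wells with 750 nM protein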
Tn7 DDE FP = disrupts Tn7 cyclic peptide binding to fibrin D-Dimer-E complex; actives 0.13% (n = 370,000); AID 720508; P02675; inhibition, % at 8.3 µM; FP displacement of FITC-Tn7 peptide from fibrin DD(E); 0% = median of compound wells per plate;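 active = inhibition above the mean of compounds falling within the control limits plus 3 SD of them, cut at about 14% in these data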;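 also: 0% = plate median of compound wells and 100% = 10 µM Aha-Tn7 peptide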
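Measure: % inhibition scaled between sample-field median and high-control FP; Test system: human fibrin DD(E); Quantity: 2 µM final DD(E) protein; Doses: one dose, 8.3 µM nominal; Schedule: compound with protein 10 min, then 3 h after probe, room temperature; Detection: fluorescence polarization; Medium: Tris buffer with calcium and detergent, pH 7.8.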
HGIII-sPLA2 inh = Blocks human group III sPLA2 activity; Q9NZ20; QFRET BODIPY PC-A2 liposome hydrolysis, fluorescence; inhibition, % at 12.2 µM; actives 0.56% (n = 370,000); AID 743126;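 active = inhibition above mean plus 3 SD of compounds lying within the high and low control bounds, cut at about 19% in these data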;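 also: 0% = median of test compound wells and 100% = no enzyme DMSO wells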
ASAP1 GAP inh = inhibitors of human ASAP1 ArfGAP activity; ASAP1-stimulated ARF1 GTP hydrolysis, GDP FP detection; inhibition, % at 16.5 µM; actives 0.19% (n = 360,000); AID 624377; in the data active = inhibition above about 25%;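 also: 0% = vehicle with enzyme and substrate and 100% = no enzyme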
* = called active by the depositor; · = no result given. Random draw from the library; any-hit rate near 4.5%.

PLCb3 inh	UHRF1 MBD2 ctr	DDE Tn6 FP inh	PLC-gamma1 inh	proKLK7 act	ARFGAP1 inh	Rev-erbA mod	Tn7 DDE FP	HGIII-sPLA2 inh	ASAP1 GAP inh	Structure
1	1	10	-4	0.2	3	-4	7	0	-7	O=C(N/N=C/c1ccc(Cl)cc1Cl)C(=O)NC1CC1
-7	0	1	-1	0.1	-12	4	0	-2	6	COc1ccccc1CC(=O)Nc1cc(C)ccn1
5	0	-2	4	-0.5	4	-4	-3	-3	-3	COC(=O)[C@]12C[C@H](CC(=O)NCc3ccccc3)C(=O)N(Cc3ccccc3)C1=C[C@H](C(C)C)O[C@@H]2C1CC1
3	-5	-6	5	0.1	5	11	1	-24	-1	COc1cc(NC(=O)CN2C(=O)C(c3ccccc3)=NC23CCCCCC3)cc(OC)c1
2	21*	-3	5	0.1	4	0	-2	6	-7	O=C(O)CSCCc1ccccn1
-1	-1	-2	2	0.1	10	-1	1	-6	-3	CN(C(=O)[C@H]1O[C@@H](n2cnc3c(=O)[nH]c(N)nc32)[C@H](O)[C@@H]1O)C1CCCCC1
-6	-1	1	-1	-0.2	-1	-2	4	6	7	S=c1[nH]cc(-c2ccccc2)[nH]1
4	2	1	5	0.1	0	-1	-1	-18	-21	CN(Cc1ccccc1OCCO)CC1CCCN(CCc2ccc(Cl)cc2)C1 (configuration not stated)
-3	-1	1	-4	0.4	4	-3	4	4	-8	CCOc1ccc(CCNC(=O)C2CCN(S(=O)(=O)N3CC(C)CC(C)C3)CC2)cc1OCC (configuration not stated)
-4	-6	8	0	-0.4	0	-5	3	2	8	Nc1nc(N)c2cc([N+](=O)[O-])ccc2n1
0	-1	-9	6	-0.5	-6	-5	6	-3	9	O=c1cc(NCc2ccco2)c2ccccc2o1
2	1	-3	1	0.2	3	4	-2	-1	5	Cc1cc(Cl)ccc1Oc1nc(-c2ccccc2)ncc1S(C)(=O)=O
1	2	-6	5	-0.3	5	-1	4	9	-15	Cn1c(-c2ccccc2)cc2onc(-c3ccccc3)c2c1=O
0	2	0	-1	-0.1	-1	-1	-2	-4	1	Cc1ccc(C)c(NC(=O)CSc2n[nH]c(-c3ccncc3)n2)c1
-4	0	-3	-2	-0.3	4	2	-3	-1	5	O=C(O)CC(Cc1ccc(Cl)cc1)C(=O)NCC12CC3CC(CC(C3)C1)C2 (configuration not stated)
5	-1	-4	3	0.6	17	4	-5	0	-6	COC(=O)C(CCSC)NC(=O)CNS(=O)(=O)c1ccc(Cl)cc1 (configuration not stated)
5	0	7	-1	0.1	-2	1	-1	7	3	CCOc1ccc(Cc2nnc(SCC(N)=O)n2C)cc1
-1	13	3	1	-0.7	-4	2	-5	-2	1	Cc1ccsc1C(C(=O)NCc1ccccc1)N(C(=O)c1csnn1)c1ccccc1 (configuration not stated)
-2	0	2	5	-0.2	1	-5	-2	-13	8	COc1ccccc1COCC(O)CNCCc1ccc(C(F)(F)F)cc1 (configuration not stated)
6	4	-3	3	0.8	-3	1	3	7	-5	Cc1ccc(C(=O)C2OC(=O)C(C)(C)C(=O)C2(C)C)cc1 (configuration not stated)
-7	0	-5	0	-0.3	17	-1	-2	5	-9	COc1ccc(CCNC(=O)c2ccnc(C(C)(C)C)c2)cc1OC
-5	-2	-3	7	0.4	-1	3	0	0	-3	O=C(NCC1CCCO1)c1ccccc1OCc1ccc(Cl)cc1 (configuration not stated)
-5	5	-11	8	0.1	11	40*	3	18	-6	CSc1ncccc1C(=O)OCC(=O)c1ccc2c(c1)NC(=O)CO2
3	2	5	5	-0.2	-4	0	3	4	-11	CCOc1ccc(/C=N/NC2=NCCCCC2)cc1
0	0	2	1	0.2	-1	-2	0	7	0	Clc1ncc(Cn2cccn2)s1
-1	-2	-1	-5	-0.2	1	-5	-3	-1	-5	CCC(C)N(C(=O)COc1ccc(-c2nnco2)cc1)C1CCS(=O)(=O)C1 (configuration not stated)
-3	0	6	2	-1.0	9	-2	-3	3	5	N#CCCn1cc(C=C(C#N)C#N)c(-c2ccc(Cl)cc2)n1
-64	0	-8	-46	1.7	-4	-4	-4	3	-4	C=CCOC(=O)c1cc(-c2ccc(/C=C3\C(=O)NC(=O)C(C#N)=C3C)o2)ccc1Cl
-1	0	-8	4	0.0	-5	0	0	3	1	Cc1csc(NC(=O)CCn2c(=O)oc3ccccc32)n1
0	-2	-5	4	0.0	·	-2	-2	-6	·	O=C(Nc1ccc(Cl)c(Cl)c1)C1CCCN1S(=O)(=O)c1cccc2cccnc12 (configuration not stated)
0	0	2	6	-0.7	0	1	-7	5	10	S=C(Nc1cc(Cl)cc(Cl)c1)N1CCCC1
-4	-2	-5	1	0.0	8	1	-3	-7	-2	Cc1ccc(S(=O)(=O)N2CCC(NC(=O)C3CCCCC3)CC2)cc1
-32	6	0	-23	0.0	-5	-1	3	11	8	COc1cccc(C=O)c1OCCCOc1cccc2cccnc12
3	0	2	3	0.4	-11	-1	2	-7	6	Cc1c(N=C2SCC(=O)N2/N=C\c2ccc(Br)cc2)c(=O)n(-c2ccccc2)n1C
-18	-1	-5	-14	0.1	6	2	-3	10	12	C=CCOC(=O)C(=O)/C=C/c1ccc2c(c1)Cc1ccccc1-2
-3	5	-4	-3	-0.5	7	-6	-5	8	2	c1ccc(Cn2ccnc2-c2ccco2)cc1
-7	2	2	-4	-0.5	-1	-9	1	12	-6	O=C(NCc1ccc(F)cc1)c1cccs1
-44	-1	2	-33	-0.1	8	1	10	2	11	COc1cc(Nc2cc(C)n(-c3cc(OC)cc(OC)c3)c(=O)c2)cc(OC)c1
4	0	0	1	0.4	5	5	3	0	12	O=C1CN(C(=O)COc2ccccc2)CCN1
-6	-5	4	-23	0.0	1	1	-1	-12	-1	CCOc1ccc(-n2c(C)c(C(=O)OC)c3cc(O)ccc32)cc1
1	-2	-1	2	0.1	-7	6	0	9	2	COC(=O)C1=C(C)NC(=S)NC1c1ccc(Br)cc1 (configuration not stated)
-12	-3	1	-4	0.5	-4	3	-1	-3	-4	NS(=O)(=O)c1ccc(CCNC(=O)Cn2c(=O)c3cccn3c3cccnc32)cc1
-22	21*	-3	-11	-1.7	-3	-4	-6	-2	-5	COc1ccccc1Cc1c(-c2ccc(Cl)cc2)nc2ccc(C)cn12
-2	1	1	1	-0.5	3	2	-3	-5	-6	CCCCCN(C(=O)CCC(=O)OCC(=O)N(C)c1ccccc1)c1c(N)n(CCCC)c(=O)[nH]c1=O
2	0	-7	2	0.3	1	1	-1	2	3	CC(C)(C)NC(=O)C(c1ccco1)N(C(=O)Cn1nnc(-c2ccc(F)cc2)n1)c1ccccc1 (configuration not stated)
-5	-2	-2	3	0.8	-6	-1	2	5	-1	COCCNC(=O)c1ccc(N2CC3CC(C2)c2cccc(=O)n2C3)c(NC(=O)c2c(F)cccc2F)c1 (configuration not stated)
4	-2	3	-1	-0.1	-12	-4	4	9	2	CC1CC(C)(C)NC(=S)N1CCC(=O)N1CCc2ccccc21 (configuration not stated)
-6	-1	10	-3	0.2	-8	-1	2	-3	-1	CN(C)/C=C1/C(=O)Nc2ccccc21
-5	-1	3	-4	-0.1	3	-3	0	1	-10	COCCN(C(=O)CSc1n[nH]c(-c2ccc(OC)cc2)n1)c1c(N)n(Cc2ccccc2)c(=O)[nH]c1=O
-4	2	2	-4	-0.2	1	-1	-6	-5	-9	Cc1ccnc(NC(=O)c2cc(S(=O)(=O)NCc3ccccc3)ccc2C)c1
2	2	-3	4	-0.6	-5	-2	2	-1	-6	CCCCN1C(=N)N([C@@H](C)CN2CCC[C@H]2CN2C(N)=NC[C@@H]2Cc2ccccc2)C[C@H]1[C@H](C)CC
-90	0	0	-67	-0.4	5	-9	5	-1	1	CC1(OC(=O)CCc2ccccc2)C(=O)C=C2C=C(c3ccc(C#N)cc3)N(C3CCCC3)C=C2C1=O (configuration not stated)
0	3	-8	1	-0.7	10	-5	2	13	-2	COc1ccc(OC)c2c1CCC1(C2)NC(=O)NC1=O (configuration not stated)
7	5	0	7	-1.1	3	6	-8	-11	-2	O=C(NC12CC3CC(CC(C3)C1)C2)C1=COCCO1
-2	-4	2	-3	0.1	0	-3	1	-4	-1	CC1CCN(C(=O)c2ccc(NC(=O)CC3SC(N4CCCC4)=NC3=O)cc2)CC1 (configuration not stated)
-2	0	6	0	0.2	20	-5	1	0	-5	COc1ccccc1OCCCOc1c(C)cc(C)cc1Br
1	-3	0	3	0.1	15	-3	0	-2	0	O=C(CNC(=O)/C=C/c1ccccc1)N=Nc1c(O)n(Cc2ccccc2)c2ccccc12
-26	22*	14	-10	0.2	11	6	6	-17	0	COc1ccc(C(=O)OCC(=O)c2c[nH]c3ccccc23)cc1OC
-6	1	1	2	-0.3	8	3	-5	-2	3	Cc1noc(C)c1COc1ccc(C(=O)N2CCN(S(=O)(=O)c3ccc(Cl)cc3)CC2)cc1
-69	-3	11	-53	11	-4	5	-2	0	-5	CN(C)CCn1c(SCc2ccccc2C#N)nc2c(sc3ccccc32)c1=O

(continued)
PLCb3 inh	UHRF1 MBD2 ctr	DDE Tn6 FP inh	PLC-gamma1 inh	proKLK7 act	ARFGAP1 inh	Rev-erbA mod	Tn7 DDE FP	HGIII-sPLA2 inh	ASAP1 GAP inh	Structure
-5	2	-5	0	-0.5	-4	4	-5	2	19	Cc1nn(CC(=O)Nc2ccc(N3CCOCC3)cc2)c(C)c1Br
-10	1	2	0	-0.1	6	-4	0	0	7	CC1CN(S(=O)(=O)c2ccc(C(=O)N(CCCN(C)C)c3nc4c(Cl)cccc4s3)cc2)CC(C)O1 (configuration not stated)
1	0	-2	3	0.1	4	1	-1	-2	12	O=C(NNC1=NS(=O)(=O)c2ccccc21)c1ccc([N+](=O)[O-])cc1
-10	-2	5	1	0.0	-4	9	-6	-2	-14	O=C(CCN1C(=O)/C(=C/c2ccccc2Cl)SC1=S)Nc1cccnc1
5	-1	4	-1	-0.5	-6	-4	4	4	-6	Cc1ccsc1C(=O)OCC(=O)NC1CCCC1
-3	0	0	2	0.2	3	-4	2	4	3	O=C(Nc1ccc2c(c1)OCO2)c1cccc2c1C(=O)N(C1CCCCC1)C2

Marked active in UHRF1 MBD2 ctr (from the list above):
PLCb3 inh	UHRF1 MBD2 ctr	DDE Tn6 FP inh	PLC-gamma1 inh	proKLK7 act	ARFGAP1 inh	Rev-erbA mod	Tn7 DDE FP	HGIII-sPLA2 inh	ASAP1 GAP inh	Structure
2	21*	-3	5	0.1	4	0	-2	6	-7	O=C(O)CSCCc1ccccn1
-22	21*	-3	-11	-1.7	-3	-4	-6	-2	-5	COc1ccccc1Cc1c(-c2ccc(Cl)cc2)nc2ccc(C)cn12
-26	22*	14	-10	0.2	11	6	6	-17	0	COc1ccc(C(=O)OCC(=O)c2c[nH]c3ccccc23)cc1OC
